Source: PubChem (National Center for Advancing Translational Sciences (NCATS))
Tau FP inhib: blocks human tau fibril formation measured by polarization | K18 P301L tau heparin fibrillization, Alexa594 FP, 6 h | Potency, µM (top dose mostly 57.7 µM), inactives show at the highest dose activity, negative = inhibition, actives largely listed as inhibitors | 280,000 tested, 0.39% active | P10636; also: nearly all actives have a fitted effect of over 55% in size
Target sequence (P10636 561-689 P618L limits assumed): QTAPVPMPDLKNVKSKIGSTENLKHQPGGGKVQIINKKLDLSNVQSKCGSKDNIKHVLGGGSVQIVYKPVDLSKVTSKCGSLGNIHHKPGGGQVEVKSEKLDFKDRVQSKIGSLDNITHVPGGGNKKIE
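Compound effects on tau fibrillization are measured by Alexa 594 fluorescence polarization (ex 555, em 632 nm). K18 P301L tau is used at 15 uM with 0.24 uM labeled tracer, and 20 uM heparin induces aggregation over 6 hr at 37 C.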
TRb SRC2 PPI: disrupts binding of human TR beta to SRC2 | 280,000 tested, 0.065% active | Potency, µM (top dose mostly 106 µM), for inactives: at the top dose activity change, negative = inhibition, hits mostly inhibitors | P10828 | TRbeta-SRC2 peptide binding, fluorescence polarization; receptor liganded with 1 µM T3;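 also: plate controls were bound peptide for no effect and peptide without receptor for full effect; nearly all actives have a fitted effect of over 50% in size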
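Fluorescence polarization of 20 nM Texas Red SRC2 peptide (20-aa NR interaction domain) bound to 0.6 uM human TRb ligand-binding domain, with 1 uM T3, after 5 hr at ambient temperature; inhibition seen as decreased polarization.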
TR SRC2 fluor cs: Texas Red fluorescence interference in TRb-SRC2 counter-screen; TRb/SRC2 Texas Red total fluorescence interference; Potency, µM (doses to about 106 µM), for the others: top-dose fluorescence change, negative = quenching; 280,000 tested, 0.29% active; AID 1479; active = well fitted curve in either direction with a large enough effect; inconclusive = small, poorly fitted or top-dose-only effect
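Human TRb ligand-binding domain at 0.6 uM with 20 nM Texas Red SRC2 peptide in Tris buffer containing 1 uM T3 and 5% DMSO, incubated with compound 5 h at ambient temperature. Total fluorescence (555/632 nm) calculated as parallel + 2 × perpendicular.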
RECQ1 helicase: blocks DNA unwinding by human RECQ1; Potency, µM (series often up to 57.3 µM), inactives show top-dose activity, negative = inhibition, hits mostly inhibitors; P46063; RECQ1 DNA unwinding, red fluorescence kinetic read; 240,000 tested, 0.54% active; AID 2549;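 also: plate controls were vehicle for no effect and no enzyme for full effect; nearly all actives have a fitted effect of over 30% in size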
Target sequence (P46063 whole entry, looked up): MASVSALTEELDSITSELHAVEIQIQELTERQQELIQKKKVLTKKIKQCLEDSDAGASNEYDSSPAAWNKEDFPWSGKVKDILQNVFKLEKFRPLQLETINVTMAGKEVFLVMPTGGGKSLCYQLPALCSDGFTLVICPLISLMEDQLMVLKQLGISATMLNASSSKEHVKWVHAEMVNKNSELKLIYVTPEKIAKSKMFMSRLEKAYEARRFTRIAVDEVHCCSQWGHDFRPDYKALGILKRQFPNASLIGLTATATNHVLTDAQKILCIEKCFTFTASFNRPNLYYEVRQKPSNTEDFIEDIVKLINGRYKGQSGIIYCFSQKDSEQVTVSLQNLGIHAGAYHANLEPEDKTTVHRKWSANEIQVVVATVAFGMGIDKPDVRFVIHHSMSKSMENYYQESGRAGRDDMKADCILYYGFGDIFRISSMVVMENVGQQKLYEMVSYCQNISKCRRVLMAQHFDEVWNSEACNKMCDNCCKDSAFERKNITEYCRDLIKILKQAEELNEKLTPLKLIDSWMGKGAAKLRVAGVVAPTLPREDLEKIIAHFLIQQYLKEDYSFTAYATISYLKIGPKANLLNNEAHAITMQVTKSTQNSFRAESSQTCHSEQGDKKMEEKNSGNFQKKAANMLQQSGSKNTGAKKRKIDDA
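50 nM RECQ1T1 preincubated 15 min with compound in Tris pH 8.0 buffer with MgCl2, DTT, Tween-20 and 2.5 ug/ml poly(dI-dC); started with 200 nM TAMRA/BHQ-2 forked duplex and 2 mM ATP. Unwinding read as fluorescence (525/598 nm), two reads 2 h apart.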
GoLoco inh red: inhibitors of human Gai1-RGS12 GoLoco interaction (red fluorophore); P63096; Gai1:RGS12 GoLoco peptide FP, rhodamine, 10 min; Potency, µM (highest dose often 61.6 µM), for the others: at the top dose activity, negative = inhibition, usual class: inhibitors; 230,000 tested, 0.44% active; active = well fitted inhibition curve with a large enough effect, not every such curve was filed as active; inactive = no such curve, though single readings can be large or run the other way; also: nearly all actives have a fitted effect of over 30% in size; many of its hits are not listed in these tables
Tau fibril ThT: inhibitors of human tau fibril formation, thioflavin T binding; recombinant tau K18 P301L, heparin-induced fibrillization, ThT fluorescence; Potency, µM (titrated, usually from 57.4 µM), for the others: at the top dose activity, negative = inhibition, hits mostly inhibitors; 270,000 tested, 2.1% active; also: nearly all actives have a fitted effect of over 55% in size
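Fibril formation assay: tau K18 P301L at 15 uM with trace Alexa 594 label, heparin inducer 20 uM, pH 7 sodium acetate buffer, 37 C for 6 hr; endpoint ThT signal.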
JMJD2E inh: inhibitors of human JMJD2E histone demethylase; B2RXH2; JMJD2E catalytic domain, FDH-coupled NADH fluorescence (FDH is formaldehyde dehydrogenase); Potency, µM (series often up to 57.1 µM), without a hit: at the highest dose activity change, negative = inhibition, most hits filed as inhibitors; 230,000 tested, 1.6% active; AID 2147; active = well fitted inhibition curve with a large enough effect, not every such curve was filed as active; inconclusive = small, poorly fitted or top-dose-only effect, or another doubt; inactive = no such curve, though single readings can be large or run the other way;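 also: 0% = wells with enzyme and -100% = buffer wells without enzyme; nearly all actives have a fitted effect of over 50% in size; many of its hits are not listed in these tables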
L3MBTL1 block: blocks human L3MBTL1. Q9Y468. AlphaScreen L3MBTL1–H3K9me1 peptide binding. Potency, µM (doses to about 57.1 µM), without a hit: at the highest dose activity, negative = inhibition, hits mostly inhibitors. 230,000 tested, 0.66% active. AID 485360; also: nearly all actives have a fitted effect of over 60% in size
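Displacement of a biotinylated histone H3(1-15) peptide monomethylated at Lys9 (75 nM) from L3MBTL1 (50 nM) was measured by AlphaScreen after a 30 min room-temperature compound incubation; cefsulodin titration served as intraplate control.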
The depositor's hits bear a star; [ ] = another dose, or the depositor's remark. Unless noted, calls follow the shape of the dose curve; as a rule, active = well fitted curve in the direction sought with a large enough effect; inconclusive = small, poorly fitted or top-dose-only effect, or another doubt; inactive = no such curve, though single readings can be large; an effect the other way counts as inactive or inconclusive. Unless noted, % is scaled to controls: 0 for no effect and ±100 for the full control effect; potency is read from the fitted curve at half-maximal effect.

Results for CN1CCN(c2ccc(CNS(=O)(=O)Cc3ccc(Cl)cc3)cc2)CC1 ?
Tau FP inhib: 1.4%; TRb SRC2 PPI: 3.2%; TR SRC2 fluor cs: 0.3%; RECQ1 helicase: 3.4%; GoLoco inh red: -1.1%; Tau fibril ThT: 4.1%; JMJD2E inh: -1.8%; L3MBTL1 block: 4.47µM*

How did O=C(CCCNC(=O)c1ccc(Cl)cc1)Nc1ccc(S(=O)(=O)Nc2ncccn2)cc1 do in these assays?
Tau FP inhib: 4.3%; TRb SRC2 PPI: 2.4%; TR SRC2 fluor cs: -5.5%; RECQ1 helicase: 13.4%; GoLoco inh red: 17.9%; Tau fibril ThT: -6.8%; JMJD2E inh: -3.7%; L3MBTL1 block: 0.2%

How did CCC(CC)c1nnc(NC(=O)c2ccc(N3CCCC3=O)cc2)s1 do in these assays?
Tau FP inhib: 1.4%; TRb SRC2 PPI: -9.5%; TR SRC2 fluor cs: -1.4%; RECQ1 helicase: -1.5%; GoLoco inh red: -7.2%; Tau fibril ThT: -7.0%; JMJD2E inh: 5.4%; L3MBTL1 block: 6.0%

Results for CCOc1ccc(C(=O)Nc2cccc(NC(=O)c3cccs3)c2)cc1[N+](=O)[O-] ?
Tau FP inhib: 13.3%; TRb SRC2 PPI: 10.3%; TR SRC2 fluor cs: -12.4%; RECQ1 helicase: -3.2%; GoLoco inh red: -1.0%; Tau fibril ThT: inconclusive; JMJD2E inh: -3.0%; L3MBTL1 block: -5.6%

How did CCN1CCN(C(=O)c2ccc3c(=O)n(Cc4ccccc4OC)c(=S)[nH]c3c2)CC1 do in these assays?
Tau FP inhib: -3.5%; TRb SRC2 PPI: -1.1%; TR SRC2 fluor cs: 1.7%; RECQ1 helicase: 0.2%; GoLoco inh red: 12.9%; Tau fibril ThT: -11.5%; JMJD2E inh: 3.5%; L3MBTL1 block: -7.6%

What do the screens show for `Cc1ccccc1Nc1c(-c2cccnc2)nc2ccc(Br)cn12`?
Tau FP inhib: 7.6%; TRb SRC2 PPI: -7.6%; TR SRC2 fluor cs: -0.2%; RECQ1 helicase: 5.0%; GoLoco inh red: 3.2%; Tau fibril ThT: -10.3%; JMJD2E inh: -0.5%

What do the screens show for `CC(=O)N1c2ccc(S(=O)(=O)NCCC(=O)N(C)Cc3ccccc3)cc2CC1C` (stereo unspecified)?
Tau FP inhib: 1.6%; TRb SRC2 PPI: 4.1%; TR SRC2 fluor cs: -1.3%; Tau fibril ThT: -0.6%

What do the screens show for `N/C(COc1ncn(-c2ccccc2)n1)=N\S(=O)(=O)c1ccc(Cl)cc1Cl`?
Tau FP inhib: -2.6%; TRb SRC2 PPI: 0.3%; TR SRC2 fluor cs: -2.4%; RECQ1 helicase: -23.5%; GoLoco inh red: -0.3%; Tau fibril ThT: 2.3%; JMJD2E inh: -0.4%; L3MBTL1 block: -0.7%

How did O=C(c1ccc(Br)o1)N(Cc1ccccc1)c1ccccn1 do in these assays?
Tau FP inhib: -9.1%; TRb SRC2 PPI: 1.0%; TR SRC2 fluor cs: -0.4%; RECQ1 helicase: -0.9%; GoLoco inh red: 12.6%; Tau fibril ThT: -13.0%; JMJD2E inh: 2.2%

Results for O=C(O)c1cccc(COc2ccccc2Cl)c1 ?
Tau FP inhib: 4.3%; TRb SRC2 PPI: 5.6%; TR SRC2 fluor cs: -1.5%; RECQ1 helicase: 4.1%; GoLoco inh red: 11.2%; Tau fibril ThT: -13.2%; JMJD2E inh: 6.8%; L3MBTL1 block: 12.1%[11.4 µM]

Results for CCOC(=O)c1ccccc1NC(=O)c1cccnc1 ?
Tau FP inhib: -8.7%; TRb SRC2 PPI: 5.9%; TR SRC2 fluor cs: -1.2%; RECQ1 helicase: -17.7%; GoLoco inh red: -2.3%; Tau fibril ThT: 0.7%; JMJD2E inh: -8.0%; L3MBTL1 block: -18.1%

Results for COc1ccc(N/C(C)=C2/C(=O)C(=O)N(CCO)C2c2ccc([N+](=O)[O-])cc2)cc1 (stereo unspecified) ?
Tau FP inhib: -0.7%; TRb SRC2 PPI: -9.0%; TR SRC2 fluor cs: -1.9%; RECQ1 helicase: -0.6%; GoLoco inh red: -5.3%; Tau fibril ThT: -13.5%; JMJD2E inh: 9.0%

How did COc1ccc(CNC(=O)Cc2ccc(NC(=O)N3CCSc4ncccc43)cc2)cc1 do in these assays?
Tau FP inhib: -5.1%; TRb SRC2 PPI: -3.8%; TR SRC2 fluor cs: -0.8%; Tau fibril ThT: 3.8%

How did N#Cc1ccccc1Sc1ccccc1N do in these assays?
Tau FP inhib: 4.6%; TRb SRC2 PPI: -4.4%; TR SRC2 fluor cs: -5.2%; RECQ1 helicase: -2.4%; GoLoco inh red: 6.1%; Tau fibril ThT: 8.2%; JMJD2E inh: -2.6%; L3MBTL1 block: 12.1%

Results for CC1=C(C)/C(=N\OS(=O)(=O)c2ccccc2)C=CC1=O ?
Tau FP inhib: 15.8µM*; TRb SRC2 PPI: 4.2%; TR SRC2 fluor cs: -0.6%; RECQ1 helicase: inactive; GoLoco inh red: -7.8%; Tau fibril ThT: 12.6µM*; JMJD2E inh: 7.3%

Results for O=C1C(=Nc2cccc(Cl)c2)CC(c2ccc(Cl)cc2)N1c1cccc(Cl)c1 (stereo unspecified) ?
Tau FP inhib: 0.4%; TRb SRC2 PPI: -2.9%; TR SRC2 fluor cs: -6.9%; RECQ1 helicase: -5.1%; GoLoco inh red: 6.5%; Tau fibril ThT: -8.3%; JMJD2E inh: -5.6%; L3MBTL1 block: 0.9%

How did O=C(C1=C[C@@H](C2CCCCC2)C[C@@H](OCCCCO)O1)N1CCOCC1 do in these assays?
Tau FP inhib: -6.6%; TRb SRC2 PPI: 1.2%; TR SRC2 fluor cs: -2.7%; RECQ1 helicase: -14.9%; GoLoco inh red: 4.1%; Tau fibril ThT: -14.1%; JMJD2E inh: 0.7%; L3MBTL1 block: 7.6%

How did Cc1ccc(C(=O)NCC(c2ccco2)S(=O)(=O)c2ccc(Cl)cc2)cc1C (stereo unspecified) do in these assays?
Tau FP inhib: -11.5%; TRb SRC2 PPI: 9.4%; TR SRC2 fluor cs: 0.2%; Tau fibril ThT: -15.8%

What do the screens show for `Cc1occc1-c1nnc(SCC(=O)N2CCCCC2)o1`?
Tau FP inhib: -0.2%; TRb SRC2 PPI: 4.1%; TR SRC2 fluor cs: -1.7%; RECQ1 helicase: -3.4%; GoLoco inh red: 0.9%; Tau fibril ThT: -2.6%; JMJD2E inh: 16.4%; L3MBTL1 block: 4.4%

Results for O=C(COC(=O)c1cc(=O)[nH]c2ccccc12)Nc1nc(-c2cccc(Br)c2)cs1 ?
Tau FP inhib: inconclusive; TRb SRC2 PPI: -1.2%; TR SRC2 fluor cs: -6.0%; RECQ1 helicase: 1.3%; GoLoco inh red: -8.1%; Tau fibril ThT: inconclusive; JMJD2E inh: inconclusive; L3MBTL1 block: -4.6%

Results for Cn1c2c(c(=O)n(C)c1=O)C(c1ccccc1Cl)C(C#N)=C(N)O2 (stereo unspecified) ?
Tau FP inhib: inconclusive; TRb SRC2 PPI: 0.2%; TR SRC2 fluor cs: -2.4%; RECQ1 helicase: -3.5%; GoLoco inh red: -0.7%; JMJD2E inh: -4.1%

How did COCCn1c(=S)[nH]c2cc(C(=O)NCCc3ccc(OC)c(OC)c3)ccc2c1=O do in these assays?
Tau FP inhib: -4.1%; TRb SRC2 PPI: -10.0%; TR SRC2 fluor cs: -3.4%; RECQ1 helicase: -11.7%; GoLoco inh red: 0.5%; Tau fibril ThT: -11.9%; JMJD2E inh: -0.4%; L3MBTL1 block: 2.8%

How did COc1ccccc1C(=O)NCCNC(=O)c1ccco1 do in these assays?
Tau FP inhib: 6.6%; TRb SRC2 PPI: 8.1%; TR SRC2 fluor cs: 0.4%; RECQ1 helicase: -10.0%; GoLoco inh red: -1.0%; Tau fibril ThT: -3.9%; JMJD2E inh: 2.3%; L3MBTL1 block: 25.0%

Results for COc1ccc(CNC(=O)Nc2ccc3c(c2)N(C)C(=O)c2ccccc2S3)cc1 ?
Tau FP inhib: inconclusive; TRb SRC2 PPI: 3.1%; TR SRC2 fluor cs: 1.9%; Tau fibril ThT: inconclusive

Results for COc1ccc2[nH]c(C(O)(Cc3cccnc3)Cc3cccnc3)cc2c1 ?
Tau FP inhib: -0.9%; TRb SRC2 PPI: 3.6%; TR SRC2 fluor cs: 0.6%; RECQ1 helicase: -15.0%; GoLoco inh red: 5.8%; Tau fibril ThT: -0.8%; JMJD2E inh: 0.0%; L3MBTL1 block: 2.8%

Results for CC1(C)CC(N(Cc2ccc(F)cc2)C(=O)c2ccc(F)cc2)CCO1 (stereo unspecified) ?
Tau FP inhib: -0.2%; TRb SRC2 PPI: 1.0%; TR SRC2 fluor cs: -9.7%; RECQ1 helicase: -4.1%; GoLoco inh red: -3.1%; Tau fibril ThT: -7.9%; JMJD2E inh: 2.7%; L3MBTL1 block: 3.8%

Results for O=C(NCCS(=O)(=O)N1CCN(c2ccc(F)cc2)CC1)C1CC(=O)N(c2ccc(F)cc2)C1 (stereo unspecified) ?
Tau FP inhib: inconclusive; TRb SRC2 PPI: -4.0%; TR SRC2 fluor cs: -3.0%; Tau fibril ThT: 6.2%

How did O=C(CN1C(=O)C2C3CCC(C3)C2C1=O)N1CCN(Cc2ccccc2)CC1 (stereo unspecified) do in these assays?
Tau FP inhib: 3.9%; TRb SRC2 PPI: -0.3%; TR SRC2 fluor cs: -1.0%; RECQ1 helicase: -2.3%; GoLoco inh red: 12.3%; Tau fibril ThT: 2.8%; JMJD2E inh: -4.0%; L3MBTL1 block: -4.7%

How did Cn1c(=O)c(C(=O)CN2CCOCC2)c(N)n(Cc2ccccc2)c1=O do in these assays?
Tau FP inhib: -6.7%; TRb SRC2 PPI: -5.2%; TR SRC2 fluor cs: 0.2%; RECQ1 helicase: -9.1%; GoLoco inh red: 6.6%; Tau fibril ThT: -2.0%; JMJD2E inh: -5.2%; L3MBTL1 block: -0.1%

Some of the compounds tested; the hit share may differ from the screen's.
